Screens deposited in PubChem BioAssay by National Center for Advancing Translational Sciences (NCATS).
GLS inh: qHTS for Inhibitors of Glutaminase (GLS); AID 624170, 2012; Glutaminase kidney isoform, mitochondrial (Homo sapiens), O94925; 0.21% of 410,000 active; GLS enzymatic activity, qHTS titration; Potency, µM (series often up to 45.5 µM), without a hit: top-dose activity change, negative = inhibition, usual class: inhibitors; further: on the % scale 0 is the no-effect control and ±100 the full control effect
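hKGA in 45 mM KH2PO4 pH 8.2, 0.02% Tween-20 with pin-transferred compounds; 1 mM L-glutamine (stock) plus glutamate oxidase/HRP/Amplex Red coupling added. Fluorescence read initially and after 30 min at RT.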
BAZ2B block: qHTS Assay for Inhibitors of BAZ2B; Bromodomain adjacent to zinc finger domain protein 2B (Homo sapiens), Q9UIF8; AlphaScreen BAZ2B-H3K14Ac peptide displacement; Potency, µM (top dose mostly 114 µM), inactives show top-dose activity change, negative = inhibition, most hits filed as inhibitors; 4.4% of 360,000 active; further: on the % scale 0 is the no-effect control and ±100 the full control effect; nearly all actives have a fitted effect of over 60% in size
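AlphaScreen displacement: compounds (up to 110uM) incubated 30 min at room temperature with a preformed 50 nM BAZ2B/50 nM biotinylated H3K14Ac peptide complex in PBS pH 7.4 with Tween-20. Donor and acceptor beads at 10 ug/mL final added, 20 min light-protected before reading.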
BLM inh: qHTS Assay for Inhibitors of Bloom's syndrome helicase (BLM); recombinant BLM DNA unwinding, fluorescence dequenching; 0.2% of 350,000 active; RecQ-like DNA helicase BLM (Homo sapiens), P54132; Potency, µM (series often up to 56.1 µM), inactives show at the highest dose activity change, negative = inhibition, most hits filed as inhibitors;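 further: plate controls were vehicle for no effect and no enzyme for full effect; nearly all actives have a fitted effect of over 35% in size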
Pol iota inh: qHTS for Inhibitors of Polymerase Iota | DNA polymerase iota (Homo sapiens), Q9UNA4 | Pol iota fluorescent replication assay, 10 min | Potency, µM (series often up to 115 µM), for the others: top-dose activity, negative = inhibition, usual class: inhibitors | 1% of 390,000 active | AID 588590, 2011
Target sequence (Q9UNA4 whole entry, looked up): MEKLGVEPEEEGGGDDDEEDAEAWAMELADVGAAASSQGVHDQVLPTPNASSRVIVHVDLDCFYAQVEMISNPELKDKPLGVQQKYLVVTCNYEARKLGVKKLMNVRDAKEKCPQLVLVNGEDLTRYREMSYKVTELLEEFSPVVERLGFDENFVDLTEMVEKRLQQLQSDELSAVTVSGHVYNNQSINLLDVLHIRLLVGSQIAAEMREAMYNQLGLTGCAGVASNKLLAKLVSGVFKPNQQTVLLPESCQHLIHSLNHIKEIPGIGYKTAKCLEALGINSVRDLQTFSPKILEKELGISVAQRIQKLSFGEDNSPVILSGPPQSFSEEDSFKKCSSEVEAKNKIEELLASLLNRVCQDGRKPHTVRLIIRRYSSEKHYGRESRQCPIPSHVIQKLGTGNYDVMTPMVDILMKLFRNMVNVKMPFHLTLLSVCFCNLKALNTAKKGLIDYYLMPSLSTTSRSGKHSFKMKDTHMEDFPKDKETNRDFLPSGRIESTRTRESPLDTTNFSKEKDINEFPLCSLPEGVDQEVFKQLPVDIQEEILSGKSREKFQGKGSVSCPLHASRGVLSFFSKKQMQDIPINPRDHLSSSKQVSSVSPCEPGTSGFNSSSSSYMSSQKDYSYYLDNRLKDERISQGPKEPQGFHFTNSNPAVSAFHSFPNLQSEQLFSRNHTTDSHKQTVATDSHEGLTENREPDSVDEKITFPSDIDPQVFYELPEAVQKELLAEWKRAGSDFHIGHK
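Fluorescent replication assay read twice, at 0 min and 10 min after adding 50 nM (final) substrate. Enzyme (10 nM) and compounds were first incubated 15 min at room temperature; enzyme-free buffer wells were negative controls.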
Tb PGK inh: qHTS Assay to Find Inhibitors of Phosphoglycerate Kinase; PGK/GAPDH coupled, Kinase-Glo luminescence, 60 min; Potency, µM (doses to about 57.5 µM), for inactives: at the top dose activity change, negative = inhibition, actives largely listed as inhibitors; 0.043% of 380,000 active; AID 602233, 2012; further: on the % scale 0 is the no-effect control and ±100 the full control effect; nearly all actives have a fitted effect of over 60% in size
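Recombinant glycosomal PGK reaction used 1,3-bisphosphoglycerate generated in-well by GAPDH (100nM final) in 100mM TEA pH 7.6, 5mM MgCl2, 0.01% Tween-20. After 60 minutes at room temperature, ATP was read by Kinase-Glo Plus luminescence end-point.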
Pin1 inhibitor: qHTS Assay to Find Inhibitors of Pin1; Pin1 FP peptide displacement, HiFluor488, 10 min; Peptidyl-prolyl cis-trans isomerase NIMA-interacting 1 (Homo sapiens), Q13526; 0.009% of 390,000 active; Potency, µM (top dose mostly 115 µM), inactives show at the highest dose activity, negative = inhibition, hits mostly inhibitors; AID 504891, 2011; active means well fitted inhibition curve with a large enough effect in the polarisation, with a control signal flat, not every such curve was filed as active; inconclusive means small, poorly fitted or top-dose-only effect, or effect the other way, or a change in a side signal; inactive means no such curve, though single readings can be large or run the other way; the % refers to the polarisation; further: on the % scale 0 is the no-effect control and ±100 the full control effect
Target sequence (Q13526 whole entry, looked up): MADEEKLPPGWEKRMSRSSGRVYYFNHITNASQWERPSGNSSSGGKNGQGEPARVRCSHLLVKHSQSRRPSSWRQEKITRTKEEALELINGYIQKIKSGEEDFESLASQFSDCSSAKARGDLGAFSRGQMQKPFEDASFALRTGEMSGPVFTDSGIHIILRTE
JMJD2A Tudor inh: qHTS Assay for Inhibitors of JMJD2A-Tudor Domain; Lysine-specific demethylase 4A (Homo sapiens), O75164; AID 504339, 2011; 4.4% of 390,000 active; AlphaScreen JMJD2A-Tudor / H3K4me3 peptide binding; Potency, µM (doses to about 114 µM), for inactives: at the highest dose activity change, negative = inhibition, actives largely listed as inhibitors; further: on the % scale 0 is the no-effect control and ±100 the full control effect; nearly all actives have a fitted effect of over 50% in size
HP1b chromo inh: HTS for Inhibitors of HP1-beta Chromodomain Interactions with Methylated Histone Tails; 0.56% of 390,000 active; Chromobox protein homolog 1 (Homo sapiens), P83916; AID 540317, 2011; AlphaScreen HP1-beta / biotin-H3K9me3 peptide binding; Potency, µM (highest dose often 114 µM), inactives show top-dose activity change, negative = inhibition, actives largely listed as inhibitors; further: nearly all actives have a fitted effect of over 70% in size; inactives centre near 23
Target sequence (P83916 whole entry, looked up): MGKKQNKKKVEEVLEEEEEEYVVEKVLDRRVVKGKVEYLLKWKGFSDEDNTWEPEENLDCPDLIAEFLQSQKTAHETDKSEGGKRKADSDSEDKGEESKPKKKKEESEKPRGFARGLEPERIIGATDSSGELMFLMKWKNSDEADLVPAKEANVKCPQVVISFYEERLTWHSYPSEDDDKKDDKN
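HP1-beta protein (50 nM final) preincubated 30 min at room temperature with biotinylated H3(1-18)K9me3 peptide (50 nM) in PBS pH 7.4, 0.01% Tween-20, then compound added for 30 min. AlphaScreen streptavidin donor/nickel chelate acceptor beads (10 ug/mL final), 30 min dark, luminescence read.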
G9a inh: qHTS Assay for Inhibitors of Histone Lysine Methyltransferase G9a; G9a H3K9 monomethylation, AlphaScreen, 2 h; Potency, µM (titrated, usually from 102 µM), for the others: at the highest dose activity, negative = inhibition, hits mostly inhibitors; 8.8% of 350,000 active; further: on the % scale 0 is the no-effect control and ±100 the full control effect; nearly all actives have a fitted effect of over 75% in size
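Compounds were preincubated with 20 nM G9a for 15 min, after which biotinylated H3K9 peptide (500 nM) and SAM (20 uM) started a 2 h room-temperature reaction. Monomethylated product was quantified by antibody-based AlphaScreen chemiluminescence.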
* hit, by the source's call; i = inactive; ? = inconclusive; . = no result given; & = joins results of further samples; ! = not active in a repeat; [ ] = remark or other dose. Unless noted, the call rests on the fitted dose curve; in most records, active means well fitted curve in the direction sought with a large enough effect; inconclusive means small, poorly fitted or top-dose-only effect, or another doubt; inactive means no such curve, though single readings can be large; an effect the other way counts as inactive or inconclusive. Potency means the concentration at half of the fitted maximal effect.

Results follow in this order: GLS inh | BAZ2B block | BLM inh | Pol iota inh | Tb PGK inh | Pin1 inhibitor | JMJD2A Tudor inh | HP1b chromo inh | G9a inh
CNC(=O)Nc1ccccc1F
    -4% | -4% | -3% | 11% | -7% | -17% | -3% | 42%[activator] | 28%[59 µM]
Clc1ccc(-c2csc(-c3cccnc3)n2)s1
    -2% | 3% | -5% | -7% | -2% | 0% | 53%[activator] | 114%[activator] | 40µM*
COc1ccc(NC(=O)/C(C#N)=C\c2ccc(Br)o2)cc1
    -9% | ? | -20% | 10µM* | -24% | ? | 56µM* | -33% | .
Cc1ccccc1SCC(=O)OCC(=O)N1CC(=O)Nc2ccccc21
    -1% | . | . | 29% | -8% | -1% | -10% | 21% | .
N#Cc1cc2c(nc1SCc1ccncc1)CCC2
    -2% | 3% | -6% | 4% | . | -5% | 22µM* | 10% | 3.2µM*
COc1ccc(NS(=O)(=O)c2cc(-c3onc(C)c3C)ccc2C)c(OC)c1
    7% | -6% | -3% | 7% | 5% | 15% | -21% | 18% | 0%[59 µM]
CCOc1ccc(C2C(C#N)=C(N)SC(N)=C2C#N)cc1OCC
    -18% | ? | -5% | 5% | 4% | ? | ? | 5% | ?
COC(=O)CC(NC(=O)c1ccco1)c1ccc(C(C)C)cc1 (configuration not stated)
    0% | 12% | 1% | ? | -11% | -5% | 3% | 70%[activator] | 9%
NC(=O)NO
    -5%&2% | -2% | 4% | 10% | 0% | -4% | -5% | 33% | -4%[59 µM]
CCCN1CCN(C(=O)CN2C(=O)COc3ccc(S(=O)(=O)N(CC)CC)cc32)CC1
    -5% | -1% | 0% | -10% | -9% | -8% | -9% | 37% | 25%
Cc1ccc2c(CN3CCC(C(N)=O)CC3)cc(=O)oc2c1C
    8% | -3% | 0% | 88%[activator] | -14% | 1% | -14% | 6% | -6%
CCOc1ccc(CN(C)CC(=O)Nc2cc(OC)c([N+](=O)[O-])cc2C)cc1
    -1% | 13% | 0% | 4% | i | -3% | -15% | 9% | -15%[59 µM]
COc1ccc2c(c1)c1c(c(=O)n(Cc3ccccc3)c(=O)n1CC(=O)NCc1ccccc1)n2C
    7% | 0% | -3% | 10% | 9% | 4% | -8% | 30% | 15%[59 µM]
CCC(C)[C@H]1CNC(=S)N1CCC12CC3CC(CC(C3)C1)C2 (some centres not stated)
    0% | 1% | -3% | 8% | -5% | -8% | -26% | 27% | -2%[12.7 µM]
Cc1cccc(C(=O)OCC(=O)c2cccc(Br)c2)c1O
    -4% | -11% | -6% | 36%[activator] | -3% | 0% | -4% | 30% | 31%
N#Cc1ccc(/C=C/C(=O)c2cccnc2)cc1
    -7% | . | -2% | -4% | i | -2% | -28% | 17% | 25µM*
CCn1cc(CN2CCC(n3nccc3NC(=O)CCOc3ccccc3)CC2)c(C)n1
    3% | 2% | 2% | 1% | 4% | -6% | -10% | 34% | 45%
CSCCC(NC(=O)c1ccco1)C(=O)NCC(C)(C)N1CCOCC1 (configuration not stated)
    -3% | -4% | . | 15% | -1% | 6% | -4% | 78%[activator] | 35%[activator][12.7 µM]
COc1ccc(NC(=O)CNC(=O)CC23CC4CC(CC(C4)C2)C3)c(OC)c1
    1% | 5% | . | 44%[activator] | -8% | -5% | -22% | 11% | 10%
CCc1ccc(NC(=S)N2CCCCCCC2)cc1
    8% | -14% | -5% | 26% | i | 5% | 6% | 40%[activator] | -3%
CCCC(=O)Nc1ccc2c(c1)c1ccccc1n2CC
    8% | -4% | -5% | 5% | -4% | 0% | -7% | ? | 0%[59 µM]
O=C(c1cnn2c(C(F)(F)F)cc(-c3ccco3)nc12)N1CCc2ccccc2C1
    7% | 3% | -3% | 76%[activator] | . | 5% | -4% | 19% | ?
CCc1ccc(S(=O)(=O)c2c[nH]c3cc(OC)c(OC)cc3c2=O)cc1
    0% | 1% | -6% | -26% | -3% | 2% | -4% | 37% | 3%[59 µM]
C#CCCc1ccccc1/C=[N+](/C)[O-]
    -7% | -34% | . | ? | -6% | 0% | -19% | -10% | -23%[2.33 µM]
O=C(CSc1nc(C2CC2)nc2ccccc12)N1c2ccccc2Sc2ccc(C(F)(F)F)cc21
    -5% | 7% | -8% | 13% | 2% | 3% | -27% | 28% | 23%[59 µM]
COc1ccccc1CNC(=O)COC(=O)COc1ccccc1Cc1ccccc1
    0% | 7% | . | 1% | 15% | 2% | 6% | 34% | 2%
O=C(N/N=C/c1ccc2c(c1)OCO2)c1ccc(Cl)cc1Cl
    7% | 2% | -3% | 83%[activator] | -8% | -1% | -24% | -11% | 5%
NC(=S)N=Nc1c(O)n(CC(=O)Nc2ccccc2)c2ccccc12
    -3% | 3% | -6% | ? | -9% | 2% | -1% | 36% | -2%
CCOC(=O)Nc1cc2c(C)cc(=O)oc2cc1C
    7% | -6% | 0% | -10% | 0% | 3% | -16% | 8% | -22%[59 µM]
COc1ccc(OC)c(S(=O)(=O)N2CCC(C(=O)NCc3ccncc3)CC2)c1
    4% | 1% | -6% | 126%[activator] | -10% | -1% | -8% | 2% | -11%
O=C(/C=C/c1ccc(O)c(O)c1)O[C@@H]1C[C@](O)(C(=O)O)C[C@@H](O)[C@H]1O
    ? | -3%&-3% | . | -12%&-25% | 3%&-7% | -9%&2% | 18µM*! | 33%&21% | 13µM*!
CCOC(=O)c1ccc(N2C(=O)CC(SCC(N)C(=O)OCC)C2=O)cc1 (configuration not stated)
    16% | ? | -2% | 6% | 5% | 5% | ? | 7% | ?
Nn1c(SCC(=O)N2CCN(S(=O)(=O)c3ccc(Cl)cc3)CC2)nnc1-c1cccs1
    -1% | -5% | 1% | -10% | i | 2% | -32% | 13% | 14%[12.7 µM]
CN(c1ccccc1)S(=O)(=O)c1ccc(NC(=O)C2CC2)cc1
    -1% | 0% | -9% | 20% | -7% | ? | -16% | 22% | .
COc1cc(NC(=O)CSc2nnnn2-c2ccccc2)cc(OC)c1OC
    1% | -2% | -8% | 3% | 2% | -6% | -6% | 24% | -1%[59 µM]
Cc1ccc(C(=O)N/C(=C\c2ccco2)C(=O)NCCCn2ccnc2)cc1C
    2% | 7.9µM* | 2% | 23% | -5% | -1% | 18µM* | 25% | -40%[59 µM]
C=CCNC(=O)c1ccc2nc(-c3ccccc3)c(-c3ccccc3)nc2c1
    4% | -38% | -10% | 8% | 2% | -2% | -5% | 11% | -9%
COc1ccc2[nH]c3c(c2c1)CCN1C(=O)C(CC(=O)NCc2ccc(OC)c(OC)c2)C[C@H](C(=O)N2CCOCC2)[C@@]31CCC1CCCC1 (some centres not stated)
    29% | . | . | 4% | 9% | ? | 50µM* | 5% | .
CCN(CC)CCn1c2c(c(SCC(=O)Nc3nc(C)cs3)nc1=O)CCCC2
    1% | 6% | . | 116%[activator] | -4% | 0% | -16% | 17% | ?
Cc1ccc(NC(=O)CCC(=O)NNC(=O)COc2cccc3ccccc23)c(C)c1
    6% | 4%[57.1 µM] | -7% | -12% | 1% | 11% | -13% | 58%[activator] | 31%[activator]
CSc1ccc(S(=O)(=O)Nc2ccccc2C(=O)N2CCOCC2)cc1
    13% | 0% | -1% | 15% | 17% | -1% | 3% | 25% | ?
Cc1cccc(OC(=O)c2cccnc2)c1C
    0% | 2% | -6% | 7% | -9% | 2% | 3% | 36% | 13%
CCOc1ccc(S(=O)(=O)NCCC(=O)NCC(c2ccc(OC)cc2)N2CCCCC2)cc1 (configuration not stated)
    9% | 5% | . | 28% | i | 10% | -17% | 6% | -18%
CC(=O)Nc1ccc(S(=O)(=O)NNC(=O)COc2cc(C)ccc2C(C)C)cc1
    48%[activator] | -9% | 0% | -3% | -3% | 7% | 12% | 41%[activator] | ?
CN(Cc1ccccc1)C(=O)CN1CCN(C(c2ccccc2)c2ccccc2)CC1
    3% | -31% | -9% | 127%[activator] | -3% | -6% | -20% | -3% | -38%

Eight entries from above, with tabs.
SMILES	GLS inh	BAZ2B block	BLM inh	Pol iota inh	Tb PGK inh	Pin1 inhibitor	JMJD2A Tudor inh	HP1b chromo inh	G9a inh
CN(c1ccccc1)S(=O)(=O)c1ccc(NC(=O)C2CC2)cc1	-1%	0%	-9%	20%	-7%	?	-16%	22%	.
COc1cc(NC(=O)CSc2nnnn2-c2ccccc2)cc(OC)c1OC	1%	-2%	-8%	3%	2%	-6%	-6%	24%	-1%[59 µM]
Cc1ccc(C(=O)N/C(=C\c2ccco2)C(=O)NCCCn2ccnc2)cc1C	2%	7.9µM*	2%	23%	-5%	-1%	18µM*	25%	-40%[59 µM]
C=CCNC(=O)c1ccc2nc(-c3ccccc3)c(-c3ccccc3)nc2c1	4%	-38%	-10%	8%	2%	-2%	-5%	11%	-9%
COc1ccc2[nH]c3c(c2c1)CCN1C(=O)C(CC(=O)NCc2ccc(OC)c(OC)c2)C[C@H](C(=O)N2CCOCC2)[C@@]31CCC1CCCC1 (some centres not stated)	29%	.	.	4%	9%	?	50µM*	5%	.
CCN(CC)CCn1c2c(c(SCC(=O)Nc3nc(C)cs3)nc1=O)CCCC2	1%	6%	.	116%[activator]	-4%	0%	-16%	17%	?
Cc1ccc(NC(=O)CCC(=O)NNC(=O)COc2cccc3ccccc23)c(C)c1	6%	4%[57.1 µM]	-7%	-12%	1%	11%	-13%	58%[activator]	31%[activator]
CSc1ccc(S(=O)(=O)Nc2ccccc2C(=O)N2CCOCC2)cc1	13%	0%	-1%	15%	17%	-1%	3%	25%	?

Some of the compounds tested, so the mix of outcomes need not match the whole.
